# Screening results from PubChem.
# Cav32 inh: Cav3.2 calcium influx blockers – cell-based, Fluo-4 calcium fluorescence, FDSS, MLSMR library, primary screen. B-score at 10 µM. Voltage-dependent T-type calcium channel subunit alpha-1H (Homo sapiens), O95180. 100,000 tested, 4% active. AID 449739, 2010. Cav3.2-expressing cells; active compounds read low;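 active = single-dose well whose peak fluorescence ratio is a statistical outlier from its plate by either plate-standardised score or position-corrected B-score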
# Starred values were filed as active, the others as inactive.
Cav32 inh | canonical_smiles
0.564 | O=C1CS/C(=N\C(=O)N2c3ccccc3Sc3ccccc32)N1
-1.37 | NCCSc1c(-c2ccccc2)[nH]c2ccccc12
-0.128 | CCOC(=O)c1ccc(NC(=O)N2CCN(Cc3cccc(F)c3)CC2)cc1
-0.123 | CCN(CC)C(=O)CSc1nnc2sc3ccccc3n12
-0.351 | CS(=O)(=O)N(CC(=O)NCC1CCCO1)c1cc(Cl)cc(Cl)c1 (stereo not given)
0.243 | CS(=O)(=O)c1ccc(N)cc1
-1.11 | COc1ccc(-c2nn3c(-c4ccco4)nnc3s2)cc1OC
-0.673 | CCCCCCOC(=O)C(C#N)c1nc2ccccc2nc1N1CCN(C)CC1 (stereo not given)
-0.0743 | O=C(NCc1cccs1)c1cnc2ccccn2c1=O
0.0511 | CC(NC(=O)c1ccccc1Cl)c1nnc(SCC(=O)Nc2ccc(C(=O)O)cc2)n1C (stereo not given)
-1.24 | COc1ccccc1N1CCN(c2nc(-c3ccccc3)cc(C(F)(F)F)n2)CC1
-0.216 | COc1ccc(CCNS(=O)(=O)c2ccc(C(=O)NCc3ccco3)cc2)cc1OC

# Fetched by compound from above:
Cav32 inh | canonical_smiles
-1.11 | COc1ccc(-c2nn3c(-c4ccco4)nnc3s2)cc1OC
-0.0743 | O=C(NCc1cccs1)c1cnc2ccccn2c1=O
-1.24 | COc1ccccc1N1CCN(c2nc(-c3ccccc3)cc(C(F)(F)F)n2)CC1
-0.128 | CCOC(=O)c1ccc(NC(=O)N2CCN(Cc3cccc(F)c3)CC2)cc1

# More structures:
Cav32 inh | canonical_smiles
1.11 | CCCNS(=O)(=O)c1ccc(CCC(=O)N2CCN(CC)CC2)cc1
0.821 | COc1ccc(-c2cn3cccnc3n2)cc1NC(=O)C1CC1
-0.0113 | COc1ccccc1NC(=O)CN1C(=O)C(C)Oc2ccccc21 (stereo not given)
-1.49 | COc1ccc(-c2cc(C(F)(F)F)n3ncc(C(=O)NCC4CCCO4)c3n2)cc1OC (stereo not given)
-1.53 | CCOC(=O)CSc1ncc(-c2ccccc2)nn1
-0.854 | Cc1nn(CC(N)=O)c(=O)c2ccccc12
0.792 | CCOc1c(Cl)cnn(-c2ccc(C)cc2)c1=O
-3.19 | Cc1ccc(Cl)c(NC(=S)N(CCCN2CCOCC2)Cc2ccco2)c1
0.227 | Cc1cccc(OC(C)c2ccnc3nc(/N=C/N(C)C)nn23)c1 (stereo not given)
-2.45 | COc1ccccc1N1CCN(S(=O)(=O)c2c(C)ccc3nsnc23)CC1
-1.73 | CC1CCN(Cc2c(C#N)c3ccccc3n2C)CC1
1.23 | CCOC(=O)N1CCC(N2C(=O)c3ccc(C(=O)O)cc3C2=O)CC1
0.125 | O=C(OCC1CC(c2ccccc2)=NO1)c1ccc(Cl)cc1 (stereo not given)
1.53 | Nc1nc2n(n1)C(c1cccc(Br)c1)CC(c1ccccc1)N2 (stereo not given)
-0.0433 | O=C(O)c1n[nH]c2c1CCCCC2
-1.6 | CCOc1ccc(N/C(C)=C/C(=O)c2ccc(C)o2)cc1
0.0653 | Cc1c(NC(=O)CSc2nnnn2C)c(=O)n(-c2ccccc2)n1C
-1.12 | Cc1cc(C)c(C#N)c(Nc2ccccc2Cl)n1
-0.165 | COc1ccc(N2CCN(Cc3cc(=O)oc4cc5c(cc34)CCCC5)CC2)cc1
-0.106 | C=CCNc1nc(NCc2ccco2)nc(OCC)n1
0.27 | O=C1N[C@@H](Cc2ccccc2)C(=O)N2[C@@H]3N(S(=O)(=O)c4ccc(F)cc4)c4ccccc4[C@]3(Br)C[C@@H]12
0.671 | CCn1c(SCC(=O)c2ccc3ccccc3c2)nnc1-c1ccco1
0.298 | COc1cccc(CNC(=O)c2cc3oc4ccccc4c3n2C)c1OC
-0.928 | CC(C)Oc1ccc(Oc2ccc(C(F)(F)F)cn2)cc1
-0.555 | CCOC(=O)c1c(NC(=O)c2cccs2)sc2c1CC(C)(C)OC2
0.933 | Cc1cccc(-c2cc(=O)c(C(=O)O)cn2-c2ccc(F)cc2F)c1
-0.407 | Cc1ccc2c(c1)N(CC(=O)NCc1cccs1)C(=O)C(C)O2 (stereo not given)
1.01 | O=C(c1ccc2c(Cl)c3c(nc2c1)CCCC3)N1CCC(N2CCCCC2)CC1
0.367 | CCOC(=O)C1CCCN(C(=O)Cc2ccc(OC)c(OC)c2)C1 (stereo not given)
0.0479 | Cc1ccc(S(=O)(=O)CCc2nnc(N)s2)cc1C
1.24 | NC(=O)CSc1nnc(-c2ccc(S(=O)(=O)N3CCCC3)cc2)o1
-0.759 | Cc1ccc(C)c(NC(=O)c2cc3ccccn3n2)c1
-0.44 | Cc1ccc(NC(C(N)=O)c2c(C)[nH]c(=O)[nH]c2=O)cc1 (stereo not given)
0.78 | CCOC(=O)CN(C(=O)CCC(=O)Nc1cc(C)on1)C(C(=O)NC1CCCC1)c1cccnc1 (stereo not given)
0.823 | Cc1cc(NC(=O)c2cccc(C(=O)Nc3cc(C)on3)n2)no1
-0.0426 | O=C(NC1CC1)C1=C[C@H](c2c[nH]c3ccccc23)C[C@H](OCc2ccc(CO)cc2)O1
-0.33 | CC(C)Sc1nc(O)c(Cc2ccccc2)c(=O)[nH]1
0.347 | CC1CCN(C(=O)CC2C(=O)Nc3c2c(=O)n(C)c(=O)n3Cc2ccccc2)CC1 (stereo not given)
-3.52 | CCCCCCOC(=O)C(C#N)c1nc2ccccc2nc1N1CCOCC1 (stereo not given)
0.219 | COc1ccc(C(=O)n2nc(-c3ccco3)nc2SC)cc1OC
0.992 | CCCOc1ccc(C(C(=O)OCCN(CC)CC)c2ccccc2)cc1 (stereo not given)
0.305 | CN(C)N=Nc1ccc(S(=O)(=O)N2CCSC2C(=O)O)cc1 (stereo not given)
-0.599 | Cc1ccc(NC(=O)CS(=O)CC(=O)Nc2ccc(N3CCOCC3)cc2)cc1Cl (stereo not given)
-0.657 | COc1ccc(CCCNC(=O)CC#N)cc1OC
2.2 | C=CCn1c(N)c(C(=O)N2CCOCC2)sc1=S
0.466 | CC(C)C(NC(=O)c1ccc(C(C)(C)C)cc1)C(=O)O (stereo not given)
-1.39 | CN(CC(=O)Nc1ccc(Cl)cc1)S(=O)(=O)c1cccc2cccnc12
0.89 | CCOc1ccc(NC(=O)NC2CCOC(C)(C)C2)cc1 (stereo not given)
0.679 | CCc1ccc(N(C(=O)c2snc(C(N)=O)c2N)C(C(=O)NCCC(C)C)c2c[nH]c3ccccc23)cc1 (stereo not given)
-0.0231 | COc1ccc(CCNC(=O)c2cc(-c3ccccc3OC)on2)cc1OC
-0.0623 | O=C(CSc1nc2c(c(=O)n1-c1ccc(Cl)cc1)SCC2)N1CCCC1
0.84 | COc1c(Br)cc(Br)cc1C(=O)O
-1.75 | COc1ccc(-c2ccc(C#N)c(SCC(=O)Nc3sc4c(c3C#N)CCC4)n2)cc1OC
-0.576 | C/C(=C\C(=O)O)CC(=O)O
0.208 | COC(=O)c1ccc(C2C(C(=O)Nc3ccc(C)cc3C)=C(C)Nc3ncnn32)cc1 (stereo not given)
0.0346 | COc1ccc2cc(C(c3nnnn3C3CCCC3)N3CCc4ccccc4C3)c(=O)[nH]c2c1 (stereo not given)
0.477 | COc1ccc(OC)c(NC(=O)Cn2c(=O)oc3ccccc32)c1
-0.0172 | COc1cc2c(cc1OC)-c1cc(OCCN3CCOCC3)nc(=O)n1CC2
0.185 | CCN(CC)S(=O)(=O)c1ccc(OC)c(NC(=O)c2ccc(OC)c([N+](=O)[O-])c2)c1
-2.75 | COC(=O)c1ccc(C(=O)OC)c(NC(=O)CCc2ccc(C)o2)c1

# Remaining list, next part:
Cav32 inh | canonical_smiles
0.091 | CN(c1ccc(C(=O)NCc2ccccn2)cc1)S(C)(=O)=O
0.368 | O=S(=O)(O)c1nc2ccccc2n1CCOc1ccccc1
-0.825 | CCCn1c(=N)n(CCOc2ccc(OC)cc2)c2ccccc21
-3.37 | CCN(CC)c1nc(N)c2c(N)nc3c(c2c1C#N)CC(c1ccccc1)O3 (stereo not given)
0.334 | CCOC(=O)N1CCN(C(=O)c2ccc3c(c2)sc2nc(-c4ccc(OC)cc4)cn23)CC1
0.594 | O=C(CSc1nnc(-c2ccco2)n1-c1ccccc1)NCCc1ccccc1
-0.0614 | O=C(Nc1ccc(Cl)cc1)Nc1ccccc1C(=O)NCc1ccco1
0.0558 | Cc1ccc2nc(-c3cccc(N)c3)[nH]c2c1
-3.34 | COc1cc(NS(=O)(=O)c2cccc3nsnc23)cc(OC)c1
0.667 | c1ccc(-c2cnc(SCCN3CCOCC3)n2CC2CCCO2)cc1 (stereo not given)
0.531 | COc1ccc(C(=O)/C=C/Nc2c(C)n(C)n(-c3ccccc3)c2=O)cc1OC
0.267 | CCOCC(O)CS(=O)(=O)c1ccccn1 (stereo not given)
-1.17 | Cc1cc(Cl)c(S(=O)(=O)N2CCN(c3cccc(C)c3C)CC2)cc1OCC(N)=O
-1.81 | Cc1ccc(S(=O)(=O)c2nc(S(=O)(=O)c3ccc(C)cc3)c(NCc3ccco3)s2)cc1
1.01 | O=C(c1ccc(CN2CCOCC2)cc1)N1CCN(c2ccccc2)CC1
-0.66 | Cc1cc(C)nc(NC(=O)NS(=O)(=O)N2CCCCCC2)n1
0.926 | CO/N=C/CC(=O)Nc1ccc(F)cc1F
-0.74 | CCc1nnc(NC(=O)Cc2ccc(OC)cc2)s1
-1.1 | CC(=O)Cc1nsc(NC(=O)c2csc3c2CCCC3)n1
-0.368 | COc1ccc(Br)cc1CNC(=O)C1CCCN(c2nc3ccccc3o2)C1 (stereo not given)
-0.0311 | CCCCC(C(=O)NC(C)(C)C)N(Cc1ccco1)C(=O)c1snc(C(N)=O)c1N (stereo not given)
-0.179 | Cn1c(=O)c2sccc2n2c(CCCC(=O)NCc3ccc4c(c3)OCO4)nnc12
0.395 | COC(=O)c1ccc(COC(=O)c2[nH]c(C)c(C(C)=O)c2C)o1
-0.037 | O=C(O)COc1ccccc1O
0.568 | CCOc1ccc2oc(C(=O)OCC(=O)NC(=O)NC3CCCC3)c(C)c2c1
-3.24 | CCOC(=O)c1c(NC(=O)c2c(Br)cnn2C)c(C#N)nn1-c1ccccc1
0.571 | COc1ccccc1N(CCC#N)C(=O)CSc1nc(-c2ccccc2)cn1N
1.72 | CCCOc1cc(CC(=O)NCc2ccco2)ccc1OC
0.405 | CCn1c(SCCC#N)nnc1-c1ccncc1
1.39 | COc1cccc(OCCCCN2CCCCC2)c1
0.0919 | CCOC(=O)c1cnc(Nc2nc3ccccc3o2)nc1C
0.859 | Cc1ccc(Cn2c(CN3CCOCC3)nc3c2c(=O)[nH]c(=O)n3C)cc1
0.584 | CCOC(=O)C(=O)Nc1nc(-c2ccccc2)c(CC)s1
0.951 | COc1ccc(-c2nc(CS(=O)CC(=O)NCC3CCCO3)c(C)o2)cc1 (stereo not given)
0.593 | COc1ccc(CNC(=O)C2CC(c3ccccc3[N+](=O)[O-])=NO2)cc1 (stereo not given)
-1.21 | CCn1c(SCC(=O)Nc2ccc3c(c2)OCCO3)nnc1-c1c[nH]c2ccccc12
0.052 | Nc1nc(SCC(=O)OCc2ccccc2)[nH]c(=O)c1NC(=O)c1ccco1
1.37 | CCCCC[C@H](O)/C=C/[C@H]1C=CC(=O)[C@@H]1C/C=C\CCCC(=O)O
0.197 | Nc1nnc(SCC(=O)Nc2cc(C(F)(F)F)ccc2N2CCOCC2)s1
-1.36 | CN(C)c1ccc(/C=N/N2C(=S)SC(C)(C)C2N(O)C(=O)Nc2ccc([N+](=O)[O-])cc2)cc1 (stereo not given)
0.96 | O=S1(=O)c2ccccc2C(CCO)N1Cc1ccccc1 (stereo not given)
0.35 | CCOc1cc(C2C(C(=O)c3ccccc3)=C(C(=O)OC)Nc3nnnn32)ccc1O (stereo not given)
0.266 | Oc1cc(O)cc(-c2cc3ccc(O)cc3o2)c1
0.0284 | CNS(=O)(=O)c1cccc(C(=O)OCC(=O)C23CC4CC(CC(C4)C2)C3)c1
0.0237 | Cc1ccc(-n2c(N)c(C(=O)N3CCOCC3)sc2=S)cc1
0.0629 | COc1ccc(N/C(=N\c2nc(C)cc(C)n2)NC(C)=O)cc1OC
-1.15 | Cc1cc(C)c(NC(=O)C2CCN(c3cnccn3)CC2)c(C)c1
-1.41 | CCOC(=O)CSc1nc2ccccc2c(=O)n1CC1CCC(C(=O)NCc2ccco2)CC1 (stereo not given)

# Nothing new here: entries from further up.
Cav32 inh | canonical_smiles
0.052 | Nc1nc(SCC(=O)OCc2ccccc2)[nH]c(=O)c1NC(=O)c1ccco1
1.37 | CCCCC[C@H](O)/C=C/[C@H]1C=CC(=O)[C@@H]1C/C=C\CCCC(=O)O
0.197 | Nc1nnc(SCC(=O)Nc2cc(C(F)(F)F)ccc2N2CCOCC2)s1
-1.36 | CN(C)c1ccc(/C=N/N2C(=S)SC(C)(C)C2N(O)C(=O)Nc2ccc([N+](=O)[O-])cc2)cc1 (stereo not given)
0.96 | O=S1(=O)c2ccccc2C(CCO)N1Cc1ccccc1 (stereo not given)
0.35 | CCOc1cc(C2C(C(=O)c3ccccc3)=C(C(=O)OC)Nc3nnnn32)ccc1O (stereo not given)
0.266 | Oc1cc(O)cc(-c2cc3ccc(O)cc3o2)c1

# The list goes on.
Cav32 inh | canonical_smiles
-5.82* | N#Cc1ccc(CSc2nnc(-c3cccs3)n2-c2ccccc2)cc1
-0.244 | COc1ccc(C)cc1S(=O)(=O)NC1CCCCC1
0.932 | COc1ccccc1NC(=O)c1cnc2n(c1=O)CCS2
0.863 | CN(C)/C=N/c1cc(=O)[nH]c(=O)n1Cc1ccccc1
-1.03 | CCn1c(SCC(=O)NCC2CCCO2)nnc1-c1c[nH]c2ccccc12 (stereo not given)
0.65 | CC(=O)NC1CC2CCCC(C1)N2S(=O)(=O)c1ccccc1 (stereo not given)
-0.175 | CC(C)CCOC(=O)C1[C@H]2C(=O)N(Cc3cccs3)C[C@]23C=C[C@H]1O3 (stereo not given in full)
0.244 | O=C1CCCc2nc3nc4ccccc4n3cc21
-3.43 | Cc1nc2ccc(NS(=O)(=O)c3ccc(C)c(C)c3)cc2s1
0.624 | O=C(O)c1ccccc1C(=O)NCC(O)COCC1CC=CCC1 (stereo not given)
0.0175 | CCOc1ccc(NS(=O)(=O)c2ccc3c(c2)oc(=O)n3C)cc1
0.0106 | CC1=C(C#N)CCC(=O)N1Cc1ccc(C)cc1

# The list is partial; count on the stated rates, not on these rows.
